Screening results from PubChem BioAssay.
Artemis endo inh – blocks endonuclease activity of human Artemis; Q96SD1; recombinant Artemis, quenched FAM hairpin cleavage fluorescence; inhibition, % at 10 µM; 30,000 tested, 0.78% active; AID 686954;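 active = at 10 µM dose, at least 30% inhibition, measured as corrected fluorescence normalized to stimulator and neutral control wells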
Target sequence (Q96SD1 whole entry, looked up): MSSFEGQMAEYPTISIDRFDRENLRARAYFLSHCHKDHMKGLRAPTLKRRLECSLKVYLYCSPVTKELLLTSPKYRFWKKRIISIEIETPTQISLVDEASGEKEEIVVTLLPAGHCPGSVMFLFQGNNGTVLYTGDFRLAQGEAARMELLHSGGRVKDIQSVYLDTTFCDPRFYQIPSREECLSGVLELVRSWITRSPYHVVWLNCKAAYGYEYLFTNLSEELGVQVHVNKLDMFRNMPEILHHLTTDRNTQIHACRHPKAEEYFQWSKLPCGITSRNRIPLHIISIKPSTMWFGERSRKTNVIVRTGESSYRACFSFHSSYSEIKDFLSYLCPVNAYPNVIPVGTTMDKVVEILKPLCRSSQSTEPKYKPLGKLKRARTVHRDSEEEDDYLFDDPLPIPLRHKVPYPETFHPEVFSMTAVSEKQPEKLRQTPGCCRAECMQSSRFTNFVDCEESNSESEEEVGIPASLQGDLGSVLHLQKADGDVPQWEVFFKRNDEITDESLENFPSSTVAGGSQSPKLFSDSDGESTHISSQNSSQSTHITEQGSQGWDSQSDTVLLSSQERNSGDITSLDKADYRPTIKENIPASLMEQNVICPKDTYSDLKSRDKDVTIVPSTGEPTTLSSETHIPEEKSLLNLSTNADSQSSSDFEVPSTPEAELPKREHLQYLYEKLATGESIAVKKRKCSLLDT
* = called active by the depositor; & = joins results of further samples. The list is partial. The share of hits here may be higher or lower than overall.

SMILES	Artemis endo inh
Cc1cccc(-n2cnc3c(c2=O)c2nc4ccccc4nc2n3Cc2ccco2)c1	15.8
O=C(NNC(=O)C1CC(c2cccnc2)=NO1)Nc1cccc(F)c1 (stereo unspecified)	-4.1
CCCCNc1cc(C)nc(NCc2ccccc2)n1	5.9
N#CCCN(C(=O)Nc1ccc(Cl)cc1)c1ccccc1	-2.2
O=c1c(-c2ccccc2)n[nH]c2ccccc12	-8.7
COc1ccccc1C1SCCN1S(C)(=O)=O (stereo unspecified)	-3.6
Cc1ccc(-n2ncc3c(=O)n(CC(=O)N4CCCc5ccccc54)cnc32)cc1C	9.2
CCOC(=O)C1C(c2cccs2)NC(=O)N(C)C1(O)C(F)(F)F (stereo unspecified)	-14.3
COc1ccc(-c2ccc(C#N)c(SCC(=O)Nc3sc4c(c3C#N)CCC4)n2)cc1	15.4
O=C(Cn1c(-c2cscn2)nc2ccccc21)Nc1ccc(Cl)cc1	6.2
CCOC(=O)C1CCN(c2c(NCc3ccc(C(=O)NCCC(C)C)cc3)c(=O)c2=O)CC1	-5.8
Cc1cc(C)nc(NC(=O)c2ccc(C)c([N+](=O)[O-])c2)n1	0.5
Cc1occc1-c1nnc(SCC(=O)Nc2ccccc2)n1C(C)c1ccccc1 (stereo unspecified)	3.1
Nc1ccc(CC2SC(=O)NC2=O)cc1 (stereo unspecified)	-6.9
COCCn1c(=N)c(C(=O)NCCc2ccccc2)cc2c(=O)n3cccc(C)c3nc21	-0.3

Overlap with the part before: 2 compounds, then new ones.
SMILES	Artemis endo inh
Nc1ccc(CC2SC(=O)NC2=O)cc1 (stereo unspecified)	-6.9
COCCn1c(=N)c(C(=O)NCCc2ccccc2)cc2c(=O)n3cccc(C)c3nc21	-0.3
CCOc1ccc(C(F)(F)F)cc1NC(C)=O	-4.9
N#Cc1c(SCc2cccc(Cl)c2)sc(C(=O)c2ccccc2)c1N	6.4
COc1cc(C)ccc1OCCCOc1ccccc1Br	-6.1
COc1cccc(C(=O)N2CCN(Cc3ccccn3)CC2)c1OC	-1.2
O=C(CNS(=O)(=O)c1ccc(Br)s1)N1CCC(N2CCCCC2)CC1	2.5
O=C(OCCN=C1NS(=O)(=O)c2ccccc21)C1CC(=O)N(c2ccc(Cl)cc2)C1 (stereo unspecified)	-2.1
O=C1c2ccccc2C(=O)N1CCc1nc2ccccc2c(=O)n1CCCn1ccnc1	6.2
CCCCNc1nc(CC)c2c(c1C#N)CCCC2	-6.9
N=c1ccccn1CC(O)COc1ccccc1 (stereo unspecified)	-4.7
O=C(CN(Cc1ccc(Cl)c(Cl)c1)S(=O)(=O)c1ccccc1)N/N=C\c1ccc2c(c1)OCO2	11.8
Cc1nnc(SCC(=O)c2c(N)n(C)c(=O)n(C)c2=O)[nH]c1=O	-18.2
Cc1nc2ncnn2c(C)c1CCC(=O)O	-5.4
CCCCC(C(=O)NC1CCCC1)N(Cc1ccco1)C(=O)Cn1nnc(-c2ccc(F)cc2)n1 (stereo unspecified)	16.7
CC(C)Sc1nnc([C@@H]2CCCN2C(=O)OC(C)(C)C)o1	-7.7
CCOC(=O)CSC1=C(C#N)C(c2ccccc2C)C2=C(CCCC2=O)N1 (stereo unspecified)	8.3

3 successive compounds already listed, quoted:
SMILES	Artemis endo inh
CCOc1ccc(C(F)(F)F)cc1NC(C)=O	-4.9
N#Cc1c(SCc2cccc(Cl)c2)sc(C(=O)c2ccccc2)c1N	6.4
COc1cc(C)ccc1OCCCOc1ccccc1Br	-6.1

Other results
SMILES	Artemis endo inh
O=C(O)c1cccc(Nc2ncnc3c2cnn3-c2ccccc2)c1	2.9
CS(=O)(=O)N1CCc2cc(C(=O)N3CCCCC3)ccc21	-6.5
CCC(=O)Nc1cccc(-c2cn3ccsc3n2)c1	-8.5
CCOC(=O)N1CCN(S(=O)(=O)c2ccc3[nH]c(=O)sc3c2)CC1	-1.7
COc1ccc(/C=C/C(=O)c2ccoc2)cc1	0.9
CCOc1ccc(/C=N/NC(=S)Nc2c(C)cccc2C)cc1	0.2
O=C(CSc1nnnn1-c1ccc(O)cc1)Nc1cccc(S(=O)(=O)N2CCCC2)c1	0.5
O=S(c1ccsc1)c1ccsc1	-5.4
O=C(NCCCn1ccnc1)C(Cc1ccc([N+](=O)[O-])cc1)N1C(=O)c2ccccc2C1=O (stereo unspecified)	2.3
CCn1c(CSCc2ccc(C)cc2)nnc1SCC(=O)NCc1ccccc1	-7.1
Cc1oc2ccc(NS(=O)(=O)c3ccc(C(C)(C)C)cc3)cc2c1C(=O)Nc1ccccc1	23.3
Cn1nc(C(F)(F)F)c(C#N)c1N1CCN(c2ccc(F)cc2)CC1	4.5
CCOc1ccccc1N(CC(=O)NC1CCCC1)C(=O)CCCC(=O)Nc1ccccn1	-4.1
CCCCCOC(=O)Cc1c(C)nc(-c2ccccc2)[nH]c1=O	-3.4
COc1ccc(N2CCN(Cc3cc(=O)oc4cc(-c5ccccc5)c(O)cc34)CC2)cc1	5.3
CCO/C(C)=C1\C(=O)N(CC)c2ccccc21	-11.8
CC(C)c1ccc(NC2(C#N)C(=O)Nc3ccccc32)cc1 (stereo unspecified)	-3.8
CC(=O)N1C(c2ccccc2)CC(=O)OC1c1ccc2c(c1)OCO2 (stereo unspecified)	-2.9
CCC(C)(C)NC(=O)CN(CC1CCCO1)C(=O)CCC(=O)Nc1nccs1 (stereo unspecified)	-6.5
Cc1cccc(NC(=O)CC2SC(=NC3CCCCC3)NC2=O)c1 (stereo unspecified)	5.2
CC(=O)NCCC(=O)NCc1ccc(F)cc1	-7.9
CC(=O)N1CCc2cc(S(=O)(=O)CCC(=O)O)ccc21	-6.5
COc1ccc2c(c1OC)C(=O)OC2Nc1ncccc1C (stereo unspecified)	0.0
O=C(O)CP(=O)(c1ccccc1)c1ccccc1	-2.8
Cc1oc(C)c(C(=O)NCCCC(=O)O)c1C(=O)NCCCC(=O)O	0.9
CCC(=O)N(CCC(c1ccccc1)c1ccco1)Cc1cccs1 (stereo unspecified)	2.2
CC1Cc2ccccc2N1C(=O)COC(=O)C1=COCCO1 (stereo unspecified)	0.4
OCn1ncn(-c2ccccc2)c1=S	8.5
CC(=O)N1CCc2cc(S(=O)(=O)NC(CC(C)C)C(=O)Nc3ccc4c(c3)OCCO4)ccc21 (stereo unspecified)	3.0
COc1ccc(S(=O)(=O)N2CCCC(C(=O)NCc3ccncc3)C2)cc1 (stereo unspecified)	-2.5
CCOC(=O)c1c(N)sc2c1CCC(C)C2 (stereo unspecified)	8.0
Cn1c(N)c(C(=O)COC(=O)C2(c3ccc(F)cc3)CCCC2)c(=O)n(C)c1=O	-6.9
CCN(CC)c1ncnc2c1ncn2Cc1c(Cl)cccc1Cl	-2.8
CC(=O)c1cc(F)c(N2CCN(C(=O)COc3ccc(F)cc3)CC2)cc1C	-10.9
COc1ccc(Cl)cc1CN1CCN(c2nc(C)cc(C)c2C#N)CC1	0.7
Cc1cccc(NC(=O)CSC(N)=O)c1C	-5.4
Cn1c2c(c(=O)n(C)c1=O)C(c1cccc([N+](=O)[O-])c1)Nc1ccccc1O2 (stereo unspecified)	-5.2
Cc1ccnc2nc(C(=O)NCc3cccs3)nn12	-2.6
O=C(O)CCSCC(=O)c1ccc2c(c1)OCCO2	-4.3
COCCNC(C(=O)Nc1cc(Cl)cc(Cl)c1)c1ccccc1 (stereo unspecified)	2.0
CC1(C)CC(=O)C(C(C2=C(O)CC(C)(C)CC2=O)c2cccnc2)C(=O)C1 (stereo unspecified)	-5.2
Cc1ccc(N2C(=O)C(Cl)=C(N3CCN(C)CC3)C2=O)c(C)c1	-6.1
Cc1cc(C)n(CC(O)Cn2c(C)c(C)c3ccccc32)n1 (stereo unspecified)	2.0
CCc1ccccc1NC(=O)/C(=C/c1ccco1)c1ccccc1	4.8
O=C(COC(=O)c1ccncc1)NCc1ccccc1	6.7
COc1ccc(CNC(=O)C(c2cccs2)N(Cc2ccco2)C(=O)Cc2cccs2)cc1 (stereo unspecified)	20.7
Cc1cc(C)c(NC(=O)CC(C)(C)C)c(Cl)c1	-1.7
COC(=O)C(NC(C)=O)(Nc1nc2ccc(S(C)(=O)=O)cc2s1)C(F)(F)F (stereo unspecified)	-4.6
Cc1ccc(/C=N/c2sc3c(c2C#N)CCC3)o1	-1.7
CCN1CCN(CC(=O)n2c3c(c4ccccc42)CC(C)CC3)CC1 (stereo unspecified)	-1.1
Cc1nc(N)nc(-c2ccccc2O)n1	-3.5
COc1ccc(/C=N/NC(=O)Cc2csc(Nc3cccc(C(F)(F)F)c3)n2)c(OC)c1	9.6
COc1ccccc1-n1cnc2cc(NCc3cccs3)ccc21	12.5
O=C(CSCC(=O)c1ccccc1)Nc1ccccc1Cl	1.7
CCOC(=O)C1C(=O)CC(C)(O)C(C(=O)OCC)C1c1ccc(N(CC)CC)cc1 (stereo unspecified)	0.7
CCOc1ccc(NS(=O)(=O)c2ccc(NC(=S)NC(=O)CC(C)C)cc2)cc1	9.3
N#Cc1nc(COc2ccc(-c3ccccc3)cc2)oc1NCc1cccnc1	-3.2
O=C(NC1CCCCC1)C(c1ccccc1)N1CCCC1 (stereo unspecified)	5.2
CNC(=O)c1nn(-c2ccc(Cl)cc2)ccc1=O	1.4
COc1ccc(NC(=O)c2ccco2)c(NC(=O)Cc2cccs2)c1	-1.6
(more compounds)
SMILES	Artemis endo inh
CN1C(=O)N(c2ccccc2)C(Nc2nncs2)C1(C)C (stereo unspecified)	9.7
CC(C)c1nnc(N2C(=O)c3oc4ccccc4c(=O)c3C2c2ccco2)s1 (stereo unspecified)	4.4
CN(C)CCOC(=O)C1(c2ccccc2)CCOCC1	-18.7&2.0
CN1C(=O)C(O)(C2COC(C)(C)CC2=O)c2ccccc21 (stereo unspecified)	-4.4
CCOc1ccc(Cc2nc(C)c(CC(=O)N3CCCCC3)c(=O)[nH]2)cc1	-2.0
Cc1cc(C)n(-c2nnc3n2N=C(c2c[nH]c4ccccc24)CS3)n1	-6.4
CCOC(=O)C1=C(C)Nc2nc(=S)[nH]n2C1c1ccc(Cl)cc1 (stereo unspecified)	0.4
Cc1cc2c(=O)n(NC(N)=O)c(C)nc2s1	8.8
O=C(C(c1ccccc1)c1ccccc1)N1CCN(Cc2ccncc2)CC1	-1.0
Cn1c(SCC(=O)N2CCN(c3ccccc3)CC2)nnc1-c1ccccc1	-2.8
CC(=O)c1sc(NC(=O)CN2C(=O)CCC2=O)nc1C	-6.8
COc1ccccc1NC(=O)c1ccccc1SC	-1.2
Cc1cc(CC(=O)O)c(C)cc1CC(=O)O	-5.3
CCOC(=O)c1ccc2[nH]c(C)cc(=O)c2c1	-1.2
CCC(=O)Nc1cc(NC(=O)CSc2ncc(-c3ccc(F)cc3)n2Cc2ccco2)ccc1C	2.0
CN(C(=O)COc1nnc(-c2cccs2)c(-c2cccs2)n1)c1ccccc1	0.7
COc1ccc(CCNC(=O)CSc2nnc(CNC(=O)c3cccs3)o2)cc1OC	0.5
O=C(c1ccco1)N1CCN(C(=O)c2snc3ccc(Cl)cc23)CC1	-4.0
CCOC(=O)C1CCN(C(=O)c2ccc(OCC)c(OCC)c2)CC1	3.4
CCN(CC)c1ccc(/C=N/NC(=O)OC)c(O)c1	-8.4
Cc1c(NC(=O)CSc2nc3ccccc3n2C)c(=O)n(-c2ccccc2)n1C	-4.9
CC1CC2(NC(=O)NC2=O)C(C)CN1C (stereo unspecified)	4.2
O=C(Nc1ccc(N2CCOCC2)c(Cl)c1)c1cccc(F)c1	-1.1
CCOC(=O)C1(C(F)(F)F)N=C(N(C)C)OC(N(C)C)=N1	-1.7
Cc1cccc(NS(=O)(=O)Cc2ccccc2)n1	-11.0
COc1ccc(CN2CCC(C(=O)N(C)CCc3ccc(OC)c(OC)c3)CC2)c(OC)c1	-3.5
COc1ccc2oc(=O)c(C(=O)N3CCN(c4ccc(F)cc4)CC3)cc2c1	0.9
O=C(Nc1ccccc1)C1CCN(c2nccs2)CC1	9.3
Cc1cc(N2CCOCC2)c2c(N)c(Br)cc(C)c2n1	7.7
CCc1ccc(S(=O)(=O)NCc2cn3cccc(C)c3n2)s1	18.4

Part of the list above in order of molar mass, rising.
SMILES	Artemis endo inh
Cc1nc(N)nc(-c2ccccc2O)n1	-3.5
Cc1cccc(NC(=O)CSC(N)=O)c1C	-5.4
O=C(Nc1ccccc1)C1CCN(c2nccs2)CC1	9.3
O=C(Nc1ccc(N2CCOCC2)c(Cl)c1)c1cccc(F)c1	-1.1
CCOC(=O)N1CCN(S(=O)(=O)c2ccc3[nH]c(=O)sc3c2)CC1	-1.7
CCn1c(CSCc2ccc(C)cc2)nnc1SCC(=O)NCc1ccccc1	-7.1
O=C(CNS(=O)(=O)c1ccc(Br)s1)N1CCC(N2CCCCC2)CC1	2.5

New compounds follow.
SMILES	Artemis endo inh
N#Cc1nc(-c2ccc(OCc3ccc(Cl)cc3)cc2)oc1NCCCn1ccnc1	49.2*
CCOc1ccc2nc(NC(=O)c3cnccn3)sc2c1	-0.8
COc1ccc(NC(=O)CCCN2C(=O)CCC2=O)cc1Cl	-2.9
O=C(NCc1ccc2c(c1)OCO2)c1ccc2c(c1)C(=O)N(Cc1cccnc1)C2=O	-5.4
C=C(C)CSc1nc(N)cc(=O)[nH]1	-3.2
CC(C)COC(=O)c1ccc(NC(=O)C2C3C=CC(C3)C2C(=O)O)cc1 (stereo unspecified)	-6.4
CCc1nc2c(cnn2-c2ccc(Cl)cc2)c(=O)n1-c1ccc(OC)cc1	12.7
O=C(c1ccco1)N(Cc1ccco1)c1ccc(O)cc1	-6.1
O=[N+]([O-])c1cc(Cl)ccc1NCCNc1ncc(C(F)(F)F)cc1Cl	-1.6
O=C(NCc1ccccc1)c1c(O)c2cccc3c2n(c1=O)CCC3	10.1
COc1ccccc1N1CCN(CC(=O)Nc2c(C)n[nH]c2C)CC1	2.4
O=C(O)C1C2C=CC(O2)C1C(=O)NC1CCCc2ccccc21 (stereo unspecified)	-8.7
N#CC12C(N)=NC3(OCCO3)C1(C#N)C1=C(CCC1)NC2c1ccccc1 (stereo unspecified)	3.0
CC(=O)Nc1ccc(S(=O)(=O)NCC2CCC(C(=O)N3CCCCCC3)CC2)cc1 (stereo unspecified)	2.8
O=C1N2CCSC2=NC1(Nc1ccccn1)C(F)(F)F (stereo unspecified)	-6.7
O=C(Nc1cccc(Cl)c1)OCc1cncs1	6.9
NC1=NC(c2cn(-c3ccccc3)nc2-c2cccs2)n2c(nc3ccccc32)N1 (stereo unspecified)	21.4
